Bioassay records (PubChem BioAssay)
hERG rescue = shields human hERG channel from block by proarrhythmic agents; CHO-hERG, FluxOR thallium flux, dofetilide IC70 present; activation (rescue from dofetilide block), less the hit threshold, % at 10 µM; 0.51% of 310,000 active; AID 1511;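 active = activation above the mean of controls blocked by dofetilide plus 5 SD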;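 also: thallium influx through hERG after potassium depolarization seen as dye fluorescence rise; in these data hits start at about 4.7%; inactives centre near -7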
DYRK1A inh = blocks rat Dyrk1A kinase activity; ADP-Glo luminescence, NFATc1 peptide; inhibition, % at 12.5 µM; 0.43% of 310,000 active; in the data active = inhibition above about 50%;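 also: plate controls were vehicle with enzyme for no effect and no enzyme for full effect; many of its hits are not listed in these tables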
PolyA inh = inhibitors of polyadenylation in S. cerevisiae. S. cerevisiae SKY197-pL101 polyadenylation reporter, beta-gal luminescence; efflux-impaired pdr1/pdr3 knockout yeast; score 100 = 6 SD above DMSO. calls only at 12 µM. 0.02% of 300,000 active;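 active = lowest replicate activity score at least 50, where 100 means six control SD above control mean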;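 also: yeast exposed to compound for 9 h at 30 °C; higher score means more reporter readthrough which indicates perturbed polyadenylation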
KCNQ1 inh = human KCNQ1 channel inhibition | P51787 | CHO-K1 KCNQ1, FluxOR thallium flux fluorescence; stronger effect = higher value | B-score at 10 µM | 1.3% of 310,000 active | AID 2642;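 active = compounds whose thallium flux B-score, printed positive for inhibition, exceeds three library SD while starting fluorescence stays within three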;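 also: channel opened by potassium depolarization with thallium stimulus after 20 min compound exposure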
Target sequence (P51787 whole entry, looked up): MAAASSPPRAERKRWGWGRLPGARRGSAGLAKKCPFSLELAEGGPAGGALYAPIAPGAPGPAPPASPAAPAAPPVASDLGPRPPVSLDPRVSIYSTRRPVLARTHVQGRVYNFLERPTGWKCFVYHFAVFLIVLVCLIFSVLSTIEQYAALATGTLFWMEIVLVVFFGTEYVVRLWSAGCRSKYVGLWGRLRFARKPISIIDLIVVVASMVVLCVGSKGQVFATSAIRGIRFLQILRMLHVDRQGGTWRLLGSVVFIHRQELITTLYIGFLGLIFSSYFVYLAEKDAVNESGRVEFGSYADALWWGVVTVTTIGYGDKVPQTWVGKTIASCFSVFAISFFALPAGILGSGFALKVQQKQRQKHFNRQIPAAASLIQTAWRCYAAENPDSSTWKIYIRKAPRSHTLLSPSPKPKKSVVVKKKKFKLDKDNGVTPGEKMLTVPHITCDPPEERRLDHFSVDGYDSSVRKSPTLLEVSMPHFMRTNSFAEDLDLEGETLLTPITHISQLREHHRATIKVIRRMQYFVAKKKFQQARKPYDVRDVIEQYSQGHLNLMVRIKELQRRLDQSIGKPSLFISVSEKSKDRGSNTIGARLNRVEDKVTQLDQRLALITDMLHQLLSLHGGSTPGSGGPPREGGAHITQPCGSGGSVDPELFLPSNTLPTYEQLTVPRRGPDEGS
KCNK9 inh = blocks the human KCNK9 two-pore domain potassium channel | HEK293 KCNK9, FluxOR thallium flux fluorescence; stronger effect = lower value | Q9NPC2 | B-score at 10 µM | AID 488922 | 1.2% of 310,000 active;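 active = ratio B-score over 3 SD below the library mean, with starting fluorescence within 5 SD of its mean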;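 also: negative B-score means less thallium flux so channel inhibition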
KCNQ1 act = potentiates or activates the human KCNQ1 potassium channel; AID 2648; B-score at 10 µM; CHO-K1 KCNQ1, thallium flux FluxOR fluorescence; stronger effect = higher value; P51787; 0.35% of 310,000 active;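 active = fluorescence ratio B-score, a plate-corrected score, at least three library SD, with initial intensity B-score within 5 SD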
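Doses: Single concentration per compound, DMSO matched to controls | Test system: KCNQ1-transfected CHO-K1 cells | Timing: 90 min dye loading and 20 min compound exposure, both at room temperature | Measured by: Kinetic FluxOR thallium fluorescence, 10-s 1-Hz baseline, 110-s post-stimulus read | Medium: Assay buffer with matched DMSO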
RGS4 act = RGS4 potentiation or activation. AID 463111. HEK293 M3R/inducible RGS4, carbachol calcium flux Fluo4; stronger effect = lower value. B-score at 10 µM. 0.92% of 310,000 active;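 active = B-score of the integrated calcium signal more than 4 SD below the library mean, with starting fluorescence not abnormally high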;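 also: negative B-score means reduced calcium response which marks RGS4 activation or potentiation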
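test system = M3R-expressing HEK293 line, RGS4 induced by doxycycline | probe or stimulus = carbachol at ECmax as muscarinic agonist stimulus | timing = dye loading 30 min 37 °C, buffer rest 30 min RT | signal = calcium dye Fluo4 fluorescence | evaluation = B score from integrated fluorescence ratio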
RGS4 block = inhibitors of human RGS4; P49798; HEK293 M3R/RGS4 inducible, Fluo-4 calcium flux; stronger effect = higher value; triggered by carbachol at its EC20; B-score at 10 µM; 0.45% of 310,000 active;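 active = B-score, a plate-corrected calcium signal, over three deviations above library mean, with baseline fluorescence within five deviations of library mean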;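 also: RGS4 expression induced by doxycycline in cells with stable M3 receptor; B-score is computed from the integrated fluorescence ratio over baseline after carbachol; higher B-score means a larger calcium signal and so more RGS4 inhibition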
Target sequence (P49798 whole entry, looked up): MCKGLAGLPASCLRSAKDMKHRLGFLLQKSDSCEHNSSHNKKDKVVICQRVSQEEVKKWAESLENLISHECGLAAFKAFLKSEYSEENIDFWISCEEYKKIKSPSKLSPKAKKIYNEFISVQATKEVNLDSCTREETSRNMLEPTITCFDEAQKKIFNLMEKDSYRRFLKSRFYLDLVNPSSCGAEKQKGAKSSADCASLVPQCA
KCNK3 inh = human KCNK3 channel inhibition, primary screen; O14649; CHO-KCNK3 thallium flux, FluxOR fluorescence; stronger effect = lower value; B-score at 10 µM; 0.84% of 340,000 active;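 active = B-score under library mean minus 4 SD, starting fluorescence ratio at most library mean plus 5 SD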;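 also: more negative B-score means stronger inhibition of thallium flux through KCNK3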
GSK3B inh = blocks human GSK3beta kinase activity | AID 2097 | P49841 | GST-GSK3beta kinase, ADP-Glo luminescence, 60 min; stronger effect = lower value | 0.038% of 300,000 active | activity score (negative = inhibition), % at 10 µM;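 active = more than half of replicate wells score below -50%, meaning over 50% inhibition versus plate controls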;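 also: 0% = median DMSO wells and -100% = median GW8510 positive control wells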
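Test system – GST-tagged human GSK3beta kinase, cell-free · Incubation – 60 min enzyme reaction, room temperature · Signal – ADP-Glo luminescence · Also added – peptide substrate and ATP at 25 µM · Controls – DMSO neutral wells and GW8510 at 20 µM as positive · Buffer or medium – Tris/MgCl2 kinase buffer · Measure – Luminescence-derived activity versus plate DMSO and GW8510 wells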
GSK3 alpha inh = human GSK-3 alpha kinase inhibition. inhibition, % at 10 µM. P49840. 0.1% of 320,000 active. ADP-Glo luminescence, 60 min;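 in the data active = inhibition above about 50%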;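 also: GST-tagged GSK-3 alpha with peptide substrate and 25 µM ATP; 0% = DMSO neutral wells and 100% = GW8510 positive control wells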
Starred values were filed as active, the others as inactive; i = inactive; x = no result given.

Results follow in this order: KCNQ1 act	GSK3 alpha inh	PolyA inh	hERG rescue	KCNK3 inh	RGS4 block	GSK3B inh	KCNQ1 inh	RGS4 act	KCNK9 inh	DYRK1A inh
CCCc1c(C(=O)Nc2ccc(F)cc2C)cnn1-c1ccccc1
  i	7	i	-1	i	i	-2	i	i	i	x
CC(Sc1nc2ccccc2c(=O)n1CCc1ccc(S(N)(=O)=O)cc1)C(=O)NC(N)=O (configuration not stated)
  i	4	i	-6	i	i	-6	i	i	i	-2
Cn1c(SCC(=O)Nc2cccc(S(=O)(=O)NC3=NCCCCC3)c2)nnc1-c1ccncc1
  i	0	i	-7	i	i	0	i	i	i	6
COc1ccc(NC(=O)CCN2C(=O)c3ccc([N+](=O)[O-])cc3C2=O)c(OC)c1
  i	-1	i	-4	i	i	4	i	i	i	1
O=C(NCc1ccccc1F)C1CCCN1C(=O)NCc1ccccc1 (configuration not stated)
  i	-1	i	-8	i	i	-1	i	i	i	0
CCCSCCCNC(=O)Cn1nc(CC)n2c(cc3c(OC)cccc32)c1=O
  i	1	i	-11	i	i	-4	i	i	i	-1
CC1=NNC(=O)C1C(c1ccccc1)C(C#N)C#N (configuration not stated)
  i	1	i	-5	i	i	-2	i	i	i	0
COc1cccc(/C=N/Nc2ccc(C(=O)O)cc2)c1O
  i	16	i	5.5*	i	i	1	i	i	i	16
CCOC(=O)N1CCC(NC(=O)CS(=O)Cc2nc(-c3ccc(C)cc3)oc2C)CC1 (configuration not stated)
  i	0	i	-5	i	i	-1	i	i	i	-4
O=C1NC(=S)SC1=C1CCCCCC1
  63*	-2	i	27*	i	i	4	i	i	i	7
COc1cccc(-c2nc(CS(=O)(=O)CC(=O)Nc3ccccc3Cl)c(C)o2)c1
  i	-3	i	-7	i	i	14	i	i	i	-1
CC(C)CN(C(=O)COC(=O)CCc1nc2ccccc2s1)c1c(N)n(Cc2ccccc2)c(=O)[nH]c1=O
  i	-4	i	-6	i	i	2	i	i	i	x
O=C(CSc1nc2ccccc2o1)Nc1ccccc1N1CCOCC1
  i	-3	i	-7	i	i	-3	i	i	i	-3
Cn1c2c(c(=O)n(C)c1=O)CN(Cc1ccco1)CN2
  i	3	i	-7	i	i	3	i	i	i	-5
COc1ccccc1N1CCN(C(=O)Cn2ncc3c([nH]c4ccccc43)c2=O)CC1
  i	-2	i	-11	i	i	-1	i	i	i	3
NC(=O)CC[C@H](NC(=O)c1ccc(F)cc1)C(=O)OCC(=O)Nc1c(F)c(F)c(F)c(F)c1F
  i	7	i	-3	i	i	1	i	i	i	-9
CCOCCCNC(=O)CCc1ccc(S(=O)(=O)Nc2ccc(C)cc2)cc1
  i	-2	i	-1	i	i	0	i	i	i	-6
Cc1cc(C(=O)Cn2nnc(-c3ccc(Cl)cc3)n2)c(C)n1CC1CCCO1 (configuration not stated)
  i	4	i	-3	i	i	2	i	i	i	6
O=C(Nc1nc2ccccc2[nH]1)C1CCCO1 (configuration not stated)
  i	0	i	-5	i	i	-3	i	i	i	9
COc1ccc(NC(=O)CSc2nc3ccncc3[nH]2)c(OC)c1
  i	1	i	-1	i	i	-3	i	i	i	4
CCn1cc(C(=O)N(C)Cc2ccc(OC(F)F)cc2)c(=O)c2ccc(C)nc21
  i	-5	i	-6	i	i	-1	i	i	i	-3
COc1ccc(/C=N/Nc2ccc([N+](=O)[O-])cc2)cc1Cn1cc([N+](=O)[O-])cn1
  i	-1	i	-1	i	i	1	i	i	i	0
O=C(NC1CCCC1)C(c1ccc(F)cc1)N(C(=O)c1csnn1)C1CCCC1 (configuration not stated)
  i	-1	i	-7	i	i	-1	i	i	i	-7
CCn1c(SCC(=O)Nc2cc(C)c(Cl)cc2OC)nnc1-c1ccco1
  i	-3	i	-2	i	i	-2	i	i	i	2
Clc1ccccc1-c1nc(-c2cccnc2)no1
  i	-2	i	-4	i	i	-1	i	i	i	11
O=C(Cn1cnc2ccccc21)N1CCN(S(=O)(=O)c2ccccc2)CC1
  i	-1	i	-19	i	i	2	i	i	i	4
CCCN(Cc1cc2cc(C)ccc2[nH]c1=O)S(C)(=O)=O
  i	-4	i	-8	i	i	-2	i	i	i	2
Clc1ccccc1OCc1nnc(-c2ccccc2Br)o1
  i	0	i	1	i	i	0	i	i	i	x
CCOc1ccc(C(=O)N(CN2CCCC2=O)c2ccccc2)cc1
  i	-4	i	-9	i	i	3	i	i	i	-25
COc1cc(OC)cc(C(=O)Oc2c(CN3CCOCC3)cc(Cl)c3cccnc23)c1
  i	2	i	-7	i	i	0	i	i	i	-4

As entered above.
GSK3 alpha inh result of `CCCN(Cc1cc2cc(C)ccc2[nH]c1=O)S(C)(=O)=O` : -4
hERG rescue result of `CCOCCCNC(=O)CCc1ccc(S(=O)(=O)Nc2ccc(C)cc2)cc1` : -1

(cont.)
Results follow in this order: KCNQ1 act	GSK3 alpha inh	PolyA inh	hERG rescue	KCNK3 inh	RGS4 block	GSK3B inh	KCNQ1 inh	RGS4 act	KCNK9 inh	DYRK1A inh
O=C(Nc1ccc(S(=O)(=O)N2CCCC2)cc1)c1ccc(CN2CCc3ccccc3C2)cc1
  i	2	i	-11	i	i	-2	i	i	i	1
Oc1c(-c2cc(-c3ccco3)[nH]n2)ccc2ccccc12
  i	0	i	-2	i	12*	2	i	i	i	0
CCCCc1nc(C(N)=O)c2[nH]c(=O)n(-c3ccc(OC)cc3OC)c2n1
  i	0	i	-11	i	i	0	i	i	i	-4
Cc1ccc(NC(=O)NNC(=O)C2CCN(Cc3ccc(F)cc3Cl)CC2)cc1
  i	0	i	-4	i	i	1	i	i	i	-3
Cc1nn(CCCC(=O)NCCc2ccccc2)c(C)c1[N+](=O)[O-]
  i	-2	i	-15	i	i	1	i	i	i	4
COc1ccc(-c2nc3ncccn3c2Nc2ccccc2)cc1
  i	0	i	0	i	i	1	i	i	i	2
Cc1cccc(CN2CCN(C(=O)CCc3nnc(C4CCCCC4)o3)CC2)c1
  i	-4	i	-6	i	i	5	i	i	i	-6
CCc1nnc(NS(=O)(=O)c2ccc(NCc3ccccc3O)cc2)s1
  i	-6	i	-10	i	i	-2	i	i	i	9
O=C1CN(C(=O)c2ccccc2)C(c2ccc(F)cc2)c2cc(Br)ccc2N1 (configuration not stated)
  i	1	i	-14	i	i	0	i	i	i	-4
O=C(NC1CCCCC1)N1CCc2ccccc21
  i	1	i	-5	i	i	2	i	i	i	-16
OCC[C@@H]1C[C@H](O)[C@@H](O)[C@]2(CCCO2)O1
  i	0	i	-1	i	i	-2	i	i	i	3
Nc1ccc(C(=O)N/N=C\C=C\c2cccc([N+](=O)[O-])c2)cc1
  i	x	i	-8	i	i	1	i	i	i	x
O=C(O)CN1C(=O)C2C3CC(C2C1=O)C1C(c2ccccc2)c2sc(=O)[nH]c2SC31 (configuration not stated)
  i	0	i	-9	i	i	2	i	i	i	-7
CCOC(=O)c1c(NC(=O)CSc2nnnn2-c2ccccc2OCC)sc2c1CC(C)(C)NC2(C)C
  i	-2	i	-23	i	i	2	i	i	i	-5
Cc1ccnc2nc(C(=O)Nc3cc(Cl)ccc3N3CCOCC3)nn12
  i	-1	i	-5	i	i	5	i	i	i	-4
COc1ccc(C2NC(=S)NC(C)=C2C(=O)Nc2ccccn2)cc1 (configuration not stated)
  i	0	i	-8	i	i	-2	i	i	i	2
O=C(CCCOc1ccc(Cl)cc1Cl)N1CCc2ccccc2C1
  i	-2	i	-1	i	i	2	i	i	i	-2
CC(NC(=O)COC(=O)[C@@H]1CCCN1S(=O)(=O)c1ccccc1F)C12CC3CC(CC(C3)C1)C2 (some centres not stated)
  i	-3	i	-11	i	i	0	i	i	-6.8*	1
O=C(NCC1CCCO1)c1ccc(NS(=O)(=O)c2ccccc2)cc1 (configuration not stated)
  i	-13	i	-11	i	i	4	i	i	i	-6
CCOC(=O)c1c(NC(=S)Nc2ccccc2C)sc2c1CCC2
  i	1	i	-7	i	i	1	i	i	i	1
CN(c1ccccc1)S(=O)(=O)c1cccc(NC(=O)CSc2nncn2C)c1
  i	3	i	-4	i	i	-1	i	i	i	-6
Cc1cccc(C)c1NC(=O)C1(NC(=O)C2CCC(=O)N2)CCCCC1 (configuration not stated)
  i	-1	i	-4	i	i	1	i	i	i	-4
N#Cc1cccc(NC(=O)CSc2ccc3c4c(cccc24)C(=O)c2ccccc2-3)c1
  i	-2	i	-3	i	i	0	i	i	i	1
Cc1ccc(-n2cnc(=O)c3cccnc32)cc1
  i	-2	i	-14	i	i	3	i	i	i	-1
C=CCOc1ccc2ccccc2c1CNn1cn[nH]c1=S
  i	9	i	-15	i	i	3	i	i	i	7
Cc1ccc(CN2CCN(Cc3cnc(C)[nH]3)CC2CCO)cc1 (configuration not stated)
  i	0	i	-4	i	i	-2	i	i	i	-3
Nc1ccc(-c2sc(N)nc2-c2ccccc2)cc1
  i	-4	i	-20	i	i	1	i	i	i	0
Cc1ccc(N(Cc2ccc(C(=O)Nc3c(C)n(C)n(-c4ccccc4)c3=O)cc2)S(C)(=O)=O)cc1C
  i	-2	i	-6	i	i	-2	i	i	i	-4
O=C(CC1NCCNC1=O)Nc1ccccc1 (configuration not stated)
  i	1	i	-10	i	i	-4	i	i	i	8

These rows are one share of the data; the hit share may differ from the screen's.
